# Pf growth 48h = P. falciparum growth inhibition at 48 hours (one generation). P. falciparum luciferase growth in erythrocytes, 48 h. Potency, µM (doses to about 28.7 µM), without a hit: top-dose activity change, negative = inhibition, hits mostly inhibitors. 5.9% of 310,000 active; further: potency means the concentration at half of the fitted maximal effect; on the % scale 0 is the no-effect control and ±100 the full control effect
#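 Compounds are pin-transferred into medium, infected erythrocytes (2% hematocrit, 0.1% parasitemia final) are added, and plates sit one parasite generation at 37 C in 5% CO2. Detection reagent is then added and luminescence measured.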
# Tb PYK inh = inhibitors of Trypanosoma brucei pyruvate kinase. 0.12% of 410,000 active. Potency, µM (highest dose often 76.8 µM), for the others: at the top dose activity, negative = inhibition, hits mostly inhibitors. TbPYK enzyme, Kinase-Glo Plus ATP luminescence, 45 min; further: potency means the concentration at half of the fitted maximal effect; on the % scale 0 is the no-effect control and ±100 the full control effect; nearly all actives have a fitted effect of over 50% in size
#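 Luminescent Kinase-Glo Plus end-point after 45 min room-temperature reaction of T. brucei pyruvate kinase started with 130 uM ADP (final). Buffer TEA 50 mM pH 7.2 with KCl, MgCl2, BSA, Tween-20; titration-based qHTS with fitted concentration-effect curves.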
# Shiga inhibitor = blocks Shiga toxin action in Vero cells; Vero cells, Shiga toxin protein synthesis inhibition reporter; inhibition, % at 38.7 µM; 9.2% of 290,000 active; AID 2315; in the data active means inhibition mostly above about 28%, no sharp cut-off; inactive means mostly below about 43%; further: 0% is about no effect
# AmpC inh no detg = blocks E. coli AmpC beta-lactamase in detergent-free assay. AmpC nitrocefin hydrolysis, absorbance 480 nm, 0.0001% Triton. 0.52% of 330,000 active. Potency, µM (series often up to 57.1 µM), for the others: at the highest dose activity change, negative = inhibition, most hits filed as inhibitors. P00811. AID 485341;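 further: potency means the concentration at half of the fitted maximal effect; plate controls were no compound for no effect and no enzyme for full effect; nearly all actives have a fitted effect of over 20% in size; some results filed as inactive show a strong effect at the top dose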
# Target sequence (P00811 whole entry, looked up): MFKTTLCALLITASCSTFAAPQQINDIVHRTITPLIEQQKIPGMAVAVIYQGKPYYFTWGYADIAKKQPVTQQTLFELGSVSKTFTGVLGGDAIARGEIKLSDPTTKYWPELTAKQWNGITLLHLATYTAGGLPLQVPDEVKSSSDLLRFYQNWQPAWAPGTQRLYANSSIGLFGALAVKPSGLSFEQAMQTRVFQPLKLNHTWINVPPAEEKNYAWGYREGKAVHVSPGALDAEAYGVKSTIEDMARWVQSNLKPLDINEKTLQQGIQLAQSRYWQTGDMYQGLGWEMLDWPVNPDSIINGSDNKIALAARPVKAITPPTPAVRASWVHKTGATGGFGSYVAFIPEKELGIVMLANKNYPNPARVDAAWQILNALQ
#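 20 mM phosphate pH 7.0 + 0.01% (detergent screen) or 0.0001% Triton X-100; 5.3 nM AmpC reagent; cpd preinc 15 min RT; nitrocefin (800 uM stock) to start; A480 q20 s × 4 min; Activity was normalised to no-enzyme and no-compound control wells.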
# Cycloheximide cs = affects cycloheximide protein synthesis inhibition readout, counter-screen. 12% of 300,000 active. cell reporter, cycloheximide protein synthesis inhibition counterscreen. max response, %; in the data active means max response mostly above about 13%, no sharp cut-off; inactive means mostly below about 14%; further: read at 38.3 µM for the half of the compounds with a filed dose; 0% is about no effect
# LmPK inh = inhibitors of Leishmania mexicana pyruvate kinase. Q27686. purified LmPK, Kinase-Glo ATP luminescence, 1 h. Potency, µM (highest dose often 57.5 µM), without a hit: top-dose activity change, negative = inhibition, most hits filed as inhibitors. 0.37% of 290,000 active; further: potency means the concentration at half of the fitted maximal effect; on the % scale 0 is the no-effect control and ±100 the full control effect
# Target sequence (Q27686 whole entry, looked up): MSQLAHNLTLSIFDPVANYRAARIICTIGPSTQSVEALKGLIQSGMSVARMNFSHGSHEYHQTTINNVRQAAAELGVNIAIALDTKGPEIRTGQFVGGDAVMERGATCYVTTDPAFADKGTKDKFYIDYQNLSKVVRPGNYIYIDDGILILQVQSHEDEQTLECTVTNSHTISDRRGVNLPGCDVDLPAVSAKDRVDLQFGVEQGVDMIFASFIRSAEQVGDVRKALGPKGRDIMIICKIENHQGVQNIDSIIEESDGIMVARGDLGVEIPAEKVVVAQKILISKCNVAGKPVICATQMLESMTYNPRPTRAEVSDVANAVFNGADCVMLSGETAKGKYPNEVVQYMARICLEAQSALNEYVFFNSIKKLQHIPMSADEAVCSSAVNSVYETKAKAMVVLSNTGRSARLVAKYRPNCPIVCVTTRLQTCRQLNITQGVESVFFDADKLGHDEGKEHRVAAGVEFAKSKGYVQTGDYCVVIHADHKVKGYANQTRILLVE
#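 Purified LmPK (0.1 nM) with 0.5 mM PEP and 0.1 mM ADP in imidazole buffer pH 7.2 with MgCl2/KCl, 1 h at room temperature. ATP formed was read by luciferase luminescence and normalized to no-enzyme and uninhibited controls.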
# Pf growth 96h = P. falciparum growth inhibition at 96 hours; 6.9% of 320,000 active; P. falciparum luciferase reporter growth, 96 h; AID 504834; Potency, µM (titrated, usually from 28.7 µM), for the others: at the top dose activity change, negative = inhibition, hits mostly inhibitors; further: potency means the concentration at half of the fitted maximal effect; on the % scale 0 is the no-effect control and ±100 the full control effect
#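 Delayed-death screen, second-generation endpoint: infected erythrocytes, 2% hematocrit, 0.05% parasitemia final; 96 hours at 37 C, 5% CO2; luciferase detection reagent; luminescence decrease equals reduced growth.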
# An asterisk follows results filed as active; ? = inconclusive; / = no result given; [ ] = dose if it differs, or a comment. Unless noted, the call rests on the fitted dose curve; in most records, active means well fitted curve in the direction sought with a large enough effect; inconclusive means small, poorly fitted or top-dose-only effect, or another doubt; inactive means no such curve, though single readings can be large; an effect the other way counts as inactive or inconclusive.
# Below each SMILES – Pf growth 48h	Tb PYK inh	Shiga inhibitor	AmpC inh no detg	Cycloheximide cs	LmPK inh	Pf growth 96h
1: COc1ccc(CC(=O)Nc2ccc3nc(C)sc3c2)cc1OC
→ -4%	-2%	-1	3%	2	6%	8%
2: CCOC(=O)c1c(CN2CCCCC2)oc2ccc(O)cc12
→ ?	-8%	-20	-43%	-1	0%	/
3: CCCC(=O)Nc1c(-c2ccc(OC)cc2)c(=O)c2ccccc2n1C
→ 9%	-5%	12	-3%	8	3%	/
4: COc1ccc(-c2cc(C)no2)cc1S(=O)(=O)NCC1CCN(Cc2cc(C)ccc2C)CC1
→ ?	1%	-2	102%[activator]	11	5%	?
5: CCCC(C(=O)Nc1ccc(S(=O)(=O)N2CCCC2)cc1)c1ccccc1 (centres undefined)
→ 10µM*	5%	/	-47%	/	/	?
6: O=C(CSc1nnc(-c2ccccc2O)n1-c1ccccc1)Nc1cccc(C(=O)O)c1
→ 10%	-3%	42	-21%	-4	5%	56%[activator]
7: Cc1noc(C)c1COC(=O)CNC(=O)c1ccc(Cl)cc1
→ -25%	0%	-13	-10%	0	1%	31%[activator]
8: CC(=O)Nc1ccc2c(c1)nc(CCNC(=O)c1ccccc1)n2C
→ 10%	7%	6	15%	-2	-4%	?
9: COc1ccc(C(=O)CSc2nnc(-c3cc(C)cc(C)c3)o2)cc1
→ 25%	10%	3	-4%	-4	0%	-16%
10: CCn1nc(C)c(NC(=O)CCSc2nc(-c3ccco3)cc(C(F)(F)F)n2)c1C
→ -16%	-7%	-2	188%[activator]	9	10%	93%[activator]
11: O=C(c1cn2ccccc2n1)N1CCc2c([nH]c3ccccc23)C1c1ccccn1 (centres undefined)
→ ?	-3%	13	120%[activator]	3	6%	?
12: COc1ccccc1OCCNC(=O)c1cccc(S(=O)(=O)N2CCN(C)CC2)c1
→ 14%	-6%	-24	-29%	-3	-16%	?
13: Cc1nc(-c2nc(-c3c(C(=O)NNC(=O)c4ccc(Cl)cc4)noc3C)cs2)cs1
→ 1%	2%	17	-52%	0	1%	10%
14: O=C(NCC(c1ccco1)N1CCCC1)c1cccc(NS(=O)(=O)c2ccccc2)c1 (centres undefined)
→ 10µM*	2%	/	-44%	/	/	?
15: CC(C)NC(=O)N1c2ccccc2Sc2ccccc21
→ /	-1%	-3	1%	0	0%	58%[activator]
16: CC(NC(=O)C1CCN(C(=O)Nc2ccccc2)CC1)c1ccccc1Cl (centres undefined)
→ 1%	4%	/	-14%	/	/	?
17: CC(C)C(=O)Nc1ccc(N2CCN(c3ccc(F)cc3)CC2)cc1
→ 37%[activator]	-6%	-2	-13%	0	-9%	3%
18: CC(=O)N1CC(=O)Nc2ccc(Cl)cc2C1c1ccccc1 (centres undefined)
→ -18%[0.00184 µM]	4%	-6	0%	6	-1%	27%
19: NC1=NC(=O)/C(=C/c2ccccc2OS(=O)(=O)c2ccccc2)S1
→ 10µM*	-1%	-4	-20%	-1	2%	-3%
20: O=C(COC(=O)c1ccccc1Nc1ccc(SC(F)F)cc1)NC1CC1
→ ?	4%	75*	-2%	73*	-20%	0%
21: COc1cccc2c(=O)cc(C)n(CC(=O)Nc3ccc(C)c(C)c3)c12
→ 0%	6%	-9	289%[activator]	-2	5%	0%
22: CCOn1c(=O)c(-c2ccc(OC)c(OC)c2)[n+]([O-])c2ccccc21
→ 45%[activator]	-5%	-3	-2%	-2	-2%	14%
23: O=C1CC2(CC(c3ccc(Cl)cc3)=NO2)C(=O)N1c1ccccc1 (centres undefined)
→ 17%	-1%	-5	-20%	-1	0%	-4%
24: CCC(=O)Nc1cccc(-c2cn3ccccc3n2)c1
→ 146%[activator]	3%	45*	-21%	18*	1%	12µM*
25: O=C(O)c1cc(-c2ccc(N3CCOCC3)cc2)nn1-c1ccc(F)cc1F
→ 24%	5%	-9	-18%	1	-5%	-1%
26: COc1ccc2[nH]c(C)cc(=O)c2c1
→ -18%	6%	30	6%	-1	7%	-29%
27: COc1ccc(CCNS(=O)(=O)c2cccc(C)c2)cc1OC
→ /	1%	11	-3%	-1	-3%	-20%
28: O=C(C(=O)N1CCc2ccccc2C1)N1CCc2ccccc2C1
→ 11%	/	8	-1%	-2	1%	90%[activator]
29: Cc1cc(N2CCC(C)CC2)nc2cccc(O)c12
→ /	-25%	55	-29%	23	3%	12µM*
30: CCOC(=O)c1c(NC(=O)C2CCCN(S(=O)(=O)c3ccccc3)C2)sc2c1CCCC2 (centres undefined)
→ ?	-3%	12	-22%	-2	0%	?

# Fetched by structure from the entries so far:
# Below each SMILES – Pf growth 48h	Tb PYK inh	Shiga inhibitor	AmpC inh no detg	Cycloheximide cs	LmPK inh	Pf growth 96h
8: CC(=O)Nc1ccc2c(c1)nc(CCNC(=O)c1ccccc1)n2C
→ 10%	7%	6	15%	-2	-4%	?
4: COc1ccc(-c2cc(C)no2)cc1S(=O)(=O)NCC1CCN(Cc2cc(C)ccc2C)CC1
→ ?	1%	-2	102%[activator]	11	5%	?
14: O=C(NCC(c1ccco1)N1CCCC1)c1cccc(NS(=O)(=O)c2ccccc2)c1 (centres undefined)
→ 10µM*	2%	/	-44%	/	/	?
24: CCC(=O)Nc1cccc(-c2cn3ccccc3n2)c1
→ 146%[activator]	3%	45*	-21%	18*	1%	12µM*
23: O=C1CC2(CC(c3ccc(Cl)cc3)=NO2)C(=O)N1c1ccccc1 (centres undefined)
→ 17%	-1%	-5	-20%	-1	0%	-4%
16: CC(NC(=O)C1CCN(C(=O)Nc2ccccc2)CC1)c1ccccc1Cl (centres undefined)
→ 1%	4%	/	-14%	/	/	?

# (continued)
# Below each SMILES – Pf growth 48h	Tb PYK inh	Shiga inhibitor	AmpC inh no detg	Cycloheximide cs	LmPK inh	Pf growth 96h
31: COc1ccc(CCNC(=O)CSc2nc(O)c(CC(C)C)c(=O)[nH]2)cc1OC
→ -20%	8%	32	-3%	18	-3%	5%
32: COc1cc(SC)ccc1C(=O)NCCOc1ccc(F)cc1
→ 98%[activator]	-14%	74*	1%	45*	0%	-2%
33: COc1ccc(NC(=O)CSC2=NCCN2)cc1
→ -3%	2%	11	-9%	26	0%	?
34: Cc1ccc(C(=O)CC(C(=O)O)n2cncn2)cc1 (centres undefined)
→ 5%	-6%	-4	-47%	1	-1%	99%[activator]
35: Cc1ccccc1NC(=O)CSc1nc2n(n1)CCCCC2
→ 26%	-1%	8	-13%	-1	0%	5%
36: CCOc1ccccc1NC(=O)CSC1=C(C#N)C(c2ccco2)C(C(=O)Nc2nc3ccccc3s2)=C(C)N1 (centres undefined)
→ 9.3µM*	-5%	-12	5µM*	-7	7%	?
37: S=C(NCc1ccc(Cl)cc1)NCc1ccccn1
→ -4%	2%	-18	-28%	-2	-2%	/
38: Cc1csc(SCC(=O)NC(=O)NC(C)C)n1
→ -11%	3%	-6	-6%[11.4 µM]	1	3%	9%
39: COc1ccc(/C=C/c2nc(-c3ccccc3)cc(=O)[nH]2)cc1
→ ?	-1%	-10	-25%	1	6%	3%
40: CC(C(=O)N1c2ccccc2CC1C)N1CCN(S(=O)(=O)c2ccccc2F)CC1 (centres undefined)
→ 13µM*	6%	/	96%[activator]	/	/	?
41: CCn1cc2c(c1-c1cccc(C)c1)c(=O)n(C)c(=O)n2C
→ 0%	-17%	-10	-9%	-2	-2%	9%
42: C/C=C/C(=O)NCCc1ccc(OC)c(OC)c1
→ 18%	-6%	-9	-20%	-5	-3%	3%
43: COCCn1c(SCc2cccc([N+](=O)[O-])c2)nc2ccccc2c1=O
→ 9.3µM*	1%	-3	16%	-6	-2%	?
44: C=CCN(CC=C)C(=O)c1ccccc1NC(=O)c1ccccc1C
→ -4%	-3%	-12	-19%	-3	-5%	11%
45: COc1ccc(-n2nnc3c(SCC(=O)OCc4ccccc4)ncnc32)cc1
→ 3%	-3%	-13	-19%	-2	0%	-10%
46: CNCCCCOc1ccc(C(C)(C)C)cc1Cl
→ ?	-7%	17	43%	16	1%	80%[activator]
47: COc1ccc(C(CC(=O)Nc2nccs2)C(C)C)cc1 (centres undefined)
→ ?	1%	-15	-30%	-5	9%	13µM*
48: COc1ccc(CCNC(=O)C2CCN(S(=O)(=O)c3cccs3)CC2)cc1OC
→ 17%	5%	-13	-1%	-2	6%[11.5 µM]	?
49: CCn1c(SCc2ccccc2)nnc1-c1cccs1
→ 9.3µM*	-2%	19	-9%	13	-3%	?
50: CN(C)/C=C(\C#N)c1nc2ccccc2[nH]1
→ 33%[activator]	-9%	26	-34%	13	-10%	?
51: CCOc1ccccc1NC(=O)c1sc2ncn(CC(=O)N3CCOCC3)c(=O)c2c1C
→ 8%	3%	-5	85%[activator]	1	-5%	6%
52: CCOc1ccc(NS(=O)(=O)c2ccc3[nH]cc(C(=O)N(CC)CC)c(=O)c3c2)cc1
→ 328%[activator]	-1%	87	-27%	35	-15%	9%
53: Cc1ccc(OCC(=O)N2CCN(c3nnc(-c4ccccc4)c4ccccc34)CC2)cc1
→ /	3%	-8	64%[activator]	-3	9%	-39%
54: O=C(CN1C(=O)/C(=C/c2ccccc2)SC1=S)NC1CCS(=O)(=O)C1 (centres undefined)
→ 23%	0%	-5	-21%	-1	3%	18%
55: COc1ccc(OC)c(-n2nnnc2SCC(=O)O)c1
→ /	-16%	-22	-19%	-5	-7%	-7%
56: O=C1NC(=S)N/C1=C/c1cc2c(cc1[N+](=O)[O-])OCO2
→ 4%	-1%	-2	-12%	2	7%	33%[activator]
57: CC(C)(C)c1oc(C(=O)O)cc1CN1CCOCC1
→ -2%	2%	-4	-7%	-1	5%	67%[activator]
58: O=C(c1ccc(-c2nnc(Nc3ccccc3)c3ccccc23)cc1)N1C[C@H]2C[C@H](C1)c1cccc(=O)n1C2
→ 13µM*	-9%	-8	80%[activator]	-2	8%	3.7µM*
59: Cc1ccc([C@@H]2CC=C(C(=O)O)[C@H](c3ccccc3)N2S(=O)(=O)c2ccc(C)cc2)cc1
→ -2%	5%	/	-6%	/	/	49%[activator]
60: CCOC(=O)c1[nH]c2ccccc2c1NC(=O)c1ccc(Br)o1
→ -21%	2%	-10	-19%	-2	-1%	-16%
61: COc1cc(/C=C/C(=O)N2c3ccccc3Sc3ccc(C(F)(F)F)cc32)cc(OC)c1OC
→ -27%	3%	-4	-14%	-2	-5%	?
62: Cc1ccc(N)c(C(=O)CCCCC(=O)O)c1
→ /	5%	23	-18%	-4	12%	17%

# Laid out differently: results already given
55. COc1ccc(OC)c(-n2nnnc2SCC(=O)O)c1
  Pf growth 48h = /; Tb PYK inh = -16%; Shiga inhibitor = -22; AmpC inh no detg = -19%; Cycloheximide cs = -5; LmPK inh = -7%; Pf growth 96h = -7%

56. O=C1NC(=S)N/C1=C/c1cc2c(cc1[N+](=O)[O-])OCO2
  Pf growth 48h = 4%; Tb PYK inh = -1%; Shiga inhibitor = -2; AmpC inh no detg = -12%; Cycloheximide cs = 2; LmPK inh = 7%; Pf growth 96h = 33%[activator]

57. CC(C)(C)c1oc(C(=O)O)cc1CN1CCOCC1
  Pf growth 48h = -2%; Tb PYK inh = 2%; Shiga inhibitor = -4; AmpC inh no detg = -7%; Cycloheximide cs = -1; LmPK inh = 5%; Pf growth 96h = 67%[activator]

# Screening results: PubChem BioAssay, National Center for Advancing Translational Sciences (NCATS)
